LEDGF integ inh: blocks HIV-1 LEDGF/p75-dependent DNA integration; TR-FRET IN-LEDGF/p75 DNA integration, Eu/Cy5; inhibition, % at 3.7 µM; hit rate 0.64% among 370,000;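 active = inhibition above the screen-wide mean plus 3 SD, cut at about 13% in these data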;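 note: signal is the Cy5 over europium emission ratio at 671 and 618 nm; 0% = plate median of compound wells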
mABHD4 FP: inhibits mouse alpha/beta hydrolase domain 4. purified mABHD4, FP-Rh probe fluorescence polarization. inhibition, % at 8.92 µM. hit rate 0.54% among 370,000. AID 720543. Q8VD66;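 active = inhibition exceeding the mean over every tested compound plus 3 SD, cut at about 30% in these data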;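 note: 0% = plate median of compound wells and 100% = S159A mutant with DMSO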
Target sequence (Q8VD66 whole entry, looked up, the tested form may be a part): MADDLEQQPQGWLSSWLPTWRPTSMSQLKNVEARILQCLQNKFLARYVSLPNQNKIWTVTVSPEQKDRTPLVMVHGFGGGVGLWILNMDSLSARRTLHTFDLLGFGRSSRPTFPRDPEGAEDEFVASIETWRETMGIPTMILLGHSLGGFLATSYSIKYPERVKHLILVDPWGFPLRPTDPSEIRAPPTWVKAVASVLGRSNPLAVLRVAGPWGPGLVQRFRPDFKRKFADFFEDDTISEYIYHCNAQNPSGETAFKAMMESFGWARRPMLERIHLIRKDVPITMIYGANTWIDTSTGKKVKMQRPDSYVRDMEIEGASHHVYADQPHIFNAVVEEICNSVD
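Test system: mouse ABHD4 enzyme, wild type. Reagent: FP-Rh fluorescent activity-based probe, added after compound pre-incubation. Timing: pre-incubation 45 min, probe exposure 60 min, at 25 °C. Technique: FP readout, ex 525 nm / em 598 nm. Benchmarks: high control S159A mutant with DMSO, low control median of compound wells.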
HTRA1 inhibitor: blocks human HTRA1 serine peptidase | recombinant HTRA1, FP-rhodamine activity-based probe, fluorescence polarization | inhibition, % at 5.96 µM | hit rate 0.5% among 340,000 | AID 504803; in the data active = inhibition above about 36%;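 note: 0% = enzyme with DMSO and 100% = wells lacking enzyme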
GC-B act: GC-B (human) receptor activation | AID 1920062 | HEK293-GC-B cells, CNP EC30, cGMP TR-FRET; 0% at EC30 CNP, 100% saturating CNP | hit rate 0.11% among 370,000 | activation, % at 10 µM | P20594;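 active = activation at 10 µM reaching about 35% in either raw or pattern-adjusted values, limit read from the data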
TCR-CD3 inh: inhibitors of human TCR-CD3 interaction. TAMRA-labeled TCR probe fluorescence, biochemical. inhibition, % at 9.4 µM. hit rate 0.37% among 360,000; in the data active = inhibition above about 19%;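 note: recombinant mutant TCR 2C K166C tagged with TAMRA read by polarization; 0% = receptor in buffer alone and 100% = receptor with positive control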
TDP2 inh: blocks human TDP2 phosphodiesterase activity | hit rate 0.34% among 370,000 | AID 720702 | O95551 | recombinant TDP2, T5PNP hydrolysis, p-nitrophenol absorbance 415 nm | inhibition, % at 12.8 µM;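 active = inhibition above the mean of all tested compounds plus 3 SD, set per campaign, cut at about 25% in these data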;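 note: 0% = DMSO with enzyme and 100% = buffer with substrate but no TDP2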
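Test system: Human TDP2 enzyme | Reagent: 5 mM T5PNP | Compound dosing: 12.8 µM single point, 1% DMSO | Incubation: Enzyme reaction with compound for 2 h at 37 °C | Technique: p-Nitrophenol epi absorbance | Read-out: % inhibition relative to enzyme-containing and enzyme-free wells | Benchmarks: High control without enzyme, low control DMSO plus TDP2 | Replicates: Singlicate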
SIAE inh: inhibitors of human sialic acid acetylesterase SIAE; Q9HAT2; SIAE FP-Rh probe binding, fluorescence polarization; inhibition, % at 9.66 µM; hit rate 0.69% among 370,000; AID 1053197;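 active = inhibition above a cutoff: mean of compounds within the control limits plus 3 SD of those, cut at about 17% in these data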;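 note: 0% = plate median of compound wells and 100% = probe without SIAE protein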
Target sequence (Q9HAT2 whole entry, looked up): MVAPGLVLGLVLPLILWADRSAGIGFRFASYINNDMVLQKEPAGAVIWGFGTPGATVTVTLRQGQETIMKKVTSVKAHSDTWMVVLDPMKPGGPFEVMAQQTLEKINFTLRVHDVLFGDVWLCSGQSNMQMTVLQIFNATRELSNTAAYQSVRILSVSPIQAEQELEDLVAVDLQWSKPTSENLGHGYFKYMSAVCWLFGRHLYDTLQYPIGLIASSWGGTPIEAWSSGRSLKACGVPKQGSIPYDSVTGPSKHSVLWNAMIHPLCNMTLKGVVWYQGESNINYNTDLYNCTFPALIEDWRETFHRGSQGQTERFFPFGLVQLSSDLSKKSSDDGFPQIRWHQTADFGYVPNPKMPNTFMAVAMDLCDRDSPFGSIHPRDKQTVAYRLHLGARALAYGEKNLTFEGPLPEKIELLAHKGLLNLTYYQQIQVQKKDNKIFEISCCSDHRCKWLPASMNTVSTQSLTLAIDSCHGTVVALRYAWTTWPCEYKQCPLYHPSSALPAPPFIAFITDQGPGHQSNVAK
rCAG binder: binds r(CAG) RNA repeats; r(CAG) RNA repeat, TO-PRO-1 dye displacement fluorescence; inhibition, % at 3 µM; hit rate 1.3% among 370,000; AID 651821;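 active = inhibition above the plate cutoff, the mean of all test compounds on that plate plus 3 SD, cut at about 35% in these data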;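 note: 0% = DMSO alone and 100% = 100 µM mitoxantrone as full dye displacement; higher means more dye released from RNA so lower well fluorescence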
PRMT1 inh: PRMT1 (human) inhibition, primary screen | inhibition, % at 2.79 µM | AID 652257 | recombinant PRMT1, activity-based probe fluorescence polarization | hit rate 1.3% among 370,000;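 active = inhibition above about 21% made by adding two undisclosed values, limit read from the data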
MBD2 DNA inh: blocks human MBD2 binding to methylated DNA | Q9UBB5 | TR-FRET, MBD2 binding to methylated oligonucleotide | inhibition, % at 4.4 µM | hit rate 0.31% among 370,000; in the data active = inhibition above about 13%
* marks the source's active call; other numbers are inactive results; . = no result given. These rows are one share of the data, so the mix of outcomes need not match the whole.

SMILES | LEDGF integ inh | mABHD4 FP | HTRA1 inhibitor | GC-B act | TCR-CD3 inh | TDP2 inh | SIAE inh | rCAG binder | PRMT1 inh | MBD2 DNA inh
O=C(CNC(=O)c1ccncc1)N/N=C/c1cccc([N+](=O)[O-])c1 | -1 | 1 | 0 | -4 | -6 | 1 | 2 | -3 | 1 | 2
COc1ccc(C(=O)OCC(=O)c2ccc[nH]2)cc1 | 8 | -15 | 6 | -2 | -9 | -14 | -7 | 3 | -2 | 67*
O=C(Nc1ccccc1C(=O)Nc1ccncc1)c1ccc([N+](=O)[O-])cc1 | 5 | 2 | -3 | -8 | 5 | 9 | -1 | 7 | -4 | 2
COc1ccc(C(=O)c2ccc(OC)cc2OC)cc1 | 1 | 4 | -4 | 2 | 5 | -11 | -5 | -2 | -1 | -1
Cc1c(C(=O)NCc2cccc(C(F)(F)F)c2)sc(=O)n1Cc1ccc(S(=O)(=O)N(C)C)cc1 | 5 | -8 | . | 0 | 2 | -4 | -1 | 2 | -3 | 2
O=C(COC(=O)CNC(=O)c1ccc(Cl)c([N+](=O)[O-])c1)NCC1CCCO1 (stereo unspecified) | 5 | -2 | 4 | -4 | -1 | 5 | 2 | -1 | -2 | -3
CCOC(=O)c1sc2nc(C)c([N+](=O)[O-])c(COC)c2c1N | -1 | 6 | 3 | -6 | -2 | -1 | 9 | 1 | 3 | 1
CCCn1c(SCC(=O)Nc2c(C)cccc2C)nnc1C(C)C | 3 | 13 | 0 | 4 | 2 | 10 | -2 | -6 | 1 | 7
CCN(CC)S(=O)(=O)c1ccc(NC(=S)NC(=O)CC(C)C)cc1 | 0 | -8 | -21 | 5 | 9 | 1 | 13 | 3 | -3 | 2
CCOC(=O)N1CCN(CCC(=O)Nc2ccccc2)CC1 | -3 | -2 | -3 | 6 | -6 | -1 | 1 | -5 | 5 | -6
COc1ccc(CC(=O)Nc2cccc(-c3ccc4nncn4n3)c2)cc1OC | -1 | -4 | 1 | 0 | 4 | 3 | -6 | 3 | -1 | -6
CC1(C)CC(=O)C(CC(=O)c2ccccc2)=C(NN=C(N)N)C1 | -2 | 5 | 5 | 1 | 1 | 4 | 14 | 1 | 6 | 7
COc1ccc(NC(=O)CS(=O)CC(=O)NCC2OCCc3ccccc32)cc1 (stereo unspecified) | 3 | -1 | 7 | -4 | -3 | -23 | 1 | -6 | -3 | -5
O=C(OCc1nc2ccccc2[n+]([O-])c1C(=O)c1ccccc1)c1cccs1 | 2 | -1 | 1 | 0 | 5 | -4 | -1 | -2 | 0 | 0
CC(C)c1[nH]nc2c1C(c1ccccc1)N(c1ccccc1)C2=O (stereo unspecified) | 1 | 11 | . | -7 | -1 | 1 | -6 | 2 | 0 | -2
CC(=O)N1c2ccc(S(=O)(=O)N3CCC(C(=O)NC(C)c4ccccc4)CC3)cc2CC1C (stereo unspecified) | -1 | 11 | 5 | 1 | -7 | 5 | 1 | 6 | 4 | -2
COc1ccc(NC(=O)c2nn(C)c(C(=O)Nc3ccc(OC)cc3)c2[N+](=O)[O-])cc1 | -3 | 5 | -5 | 3 | 1 | 9 | 2 | 6 | 4 | -1
O=Cc1cn(CC(=O)N2CCCCCC2)c2ccccc12 | -3 | -10 | 6 | 0 | 1 | -3 | -4 | -1 | -6 | -3
Cc1cnn(C(=S)NCc2ccco2)c1 | 7 | -3 | -2 | 3 | -6 | 2 | 3 | 7 | 19 | 6
Cc1cccc(N2CCN(C(=O)CCS(=O)(=O)c3ccc4c(c3)NC(=O)C(C)S4)CC2)c1C (stereo unspecified) | -5 | 1 | 2 | -4 | 0 | 5 | -3 | 0 | 2 | 0
C[C@@H](NC(=O)[C@@H]1CCCN1C(=O)[C@@H]1CCCN1C(=O)c1cccc(Cl)c1)c1ccccc1 | -5 | -14 | . | 1 | -10 | -10 | -5 | -2 | 5 | 5
Cc1ccc(C)c(NC2CCCCC2NS(=O)(=O)c2ccccc2)c1 (stereo unspecified) | -3 | 2 | -2 | -2 | 4 | 3 | 2 | -1 | 2 | 2
CC(=O)c1sc(NC(=O)c2ccc(Cn3cc(Br)cn3)o2)nc1C | -4 | -6 | -6 | 0 | 3 | -1 | -5 | 13 | 6 | 1
COC(=O)c1sccc1-n1cc(C#N)c(=O)n(C)c1=O | -1 | -2 | -3 | 5 | 2 | 6 | 4 | 1 | -3 | -3
Cc1cccc(Nc2nnc(SCC(=O)Nc3ncc(C(F)(F)F)cc3Cl)s2)c1C | -4 | -9 | -20 | 1 | -3 | 7 | 1 | 2 | 4 | 3

Quoted at random: two records from the list
SMILES | LEDGF integ inh | mABHD4 FP | HTRA1 inhibitor | GC-B act | TCR-CD3 inh | TDP2 inh | SIAE inh | rCAG binder | PRMT1 inh | MBD2 DNA inh
COc1ccc(C(=O)c2ccc(OC)cc2OC)cc1 | 1 | 4 | -4 | 2 | 5 | -11 | -5 | -2 | -1 | -1
COC(=O)c1sccc1-n1cc(C#N)c(=O)n(C)c1=O | -1 | -2 | -3 | 5 | 2 | 6 | 4 | 1 | -3 | -3

Remaining list, next part.
SMILES | LEDGF integ inh | mABHD4 FP | HTRA1 inhibitor | GC-B act | TCR-CD3 inh | TDP2 inh | SIAE inh | rCAG binder | PRMT1 inh | MBD2 DNA inh
C#CC1(N2CCCCC2)CCCCC1 | -4 | 5 | 2 | 2 | 0 | -12 | -5 | 1 | -6 | 0
CCCS(=O)(=O)N1CCCC(C(=O)NC2CCCCC2)C1 (stereo unspecified) | 0 | 3 | 5 | 6 | -2 | -14 | -5 | -1 | 0 | 10
O=C(NCC1CCS(=O)(=O)C1)NCC1CCS(=O)(=O)C1 (stereo unspecified) | -2 | 3 | -1 | 1 | 2 | 12 | -2 | 0 | 0 | -3
COc1cc(C(c2c(NC(=O)c3ccco3)sc(C)c2C)N2CCOCC2)cc(OC)c1OC (stereo unspecified) | -1 | -13 | -2 | -11 | -6 | -9 | 15 | 1 | 5 | 5
Cn1nnnc1SCC(=O)Nc1cccc(S(=O)(=O)N2CCCCC2)c1 | 4 | -3 | 3 | -3 | -6 | -3 | -5 | 3 | -3 | -1
O=C(CC1CCCC1)NCCS(=O)(=O)N1CCN(c2ccc(F)cc2)CC1 | 4 | -1 | 0 | 2 | -2 | 2 | -2 | -6 | -2 | -3
CC(C)(C)c1ccc(C(=O)N2CCC2(C)C(=O)NCC(F)(F)F)cc1 (stereo unspecified) | -2 | -2 | . | 1 | -4 | 8 | -1 | -4 | 4 | 2
Cc1cc(C)cc(NC(=O)Cn2c(-c3ccccc3Cl)nc3ccccc32)c1 | -1 | -7 | -13 | -5 | 3 | 16 | -17 | 2 | 1 | 4
CC(C)=CCOc1ccc2ccc(=O)oc2c1 | 3 | -4 | -7 | -8 | -4 | 7 | -5 | -3 | -4 | -3
Cn1cc(CN2CCN(CC(C)(C)C)C(CCO)C2)c2ccccc21 (stereo unspecified) | 1 | 2 | 3 | 1 | 2 | -11 | 2 | -11 | -10 | 2
COc1ccc(OC)c(N=c2oc3cc(O)ccc3cc2C(N)=O)c1 | -3 | 6 | 6 | 0 | -1 | 4 | -11 | 8 | 1 | 3
COc1ccc(S(=O)(=O)N2CC(C)N(C(=O)N(C)C)C2C(C)C)cc1 (stereo unspecified) | 5 | 1 | 1 | -2 | 8 | -2 | 3 | -3 | -2 | 0
CCCCCCn1cc(CN2CC(N3CCCCC3)CS2(=O)=O)nn1 (stereo unspecified) | -4 | 8 | . | 2 | -8 | -1 | -2 | 1 | 2 | 0
CCOC(=O)c1oc2c(CN3CCN(C)CC3)c(O)c(CC)cc2c(=O)c1-c1nc2ccccc2s1 | -5 | 6 | 4 | -1 | -2 | -3 | 2 | -3 | 3 | 5
Cc1ccc2c(c1)c(N=NC(N)=S)c(O)n2Cc1ccccc1 | 2 | 13 | -2 | 1 | 5 | 2 | -1 | 5 | 1 | -1
CCC(C)NC(=O)CSc1nc2n[nH]c(C)c2c(=N)n1-c1ccc(OC)cc1 (stereo unspecified) | 5 | 2 | 6 | -5 | 9 | 7 | 2 | -5 | -3 | -5
O=C(Cn1cc2c(n1)CCCC2)Nc1ccccc1Cl | -1 | 3 | 3 | -7 | -5 | -5 | 1 | -3 | 0 | 2
CCc1ccccc1SCc1noc(C(=O)NCC2CCCO2)c1C(=O)O (stereo unspecified) | 3 | -1 | 0 | -2 | 2 | 6 | -6 | 19 | 2 | 2
COc1cc(C)ccc1OCc1cc(C(=O)N2CCN(C3CCCCC3)CC2)no1 | -1 | 0 | -4 | 2 | 4 | 10 | 5 | -9 | 1 | 2
CCOC(=O)c1sc2nc3c(SCC(=O)O)cc(C(=O)c4cc(F)ccc4O)cn3c(=O)c2c1C | -1 | -36 | -75 | 6 | -3 | -7 | -80 | 28 | 3 | 4
COc1cc(C(=O)NCCC(=O)NCCN2CCCCCC2)cc(OC)c1OC | -2 | -2 | 1 | 2 | 8 | -4 | 5 | 3 | 1 | -3
COc1ccc(-c2cc3c(=O)n(CC(=O)NCc4cccnc4)nc(C)n3n2)cc1 | -2 | 8 | 7 | -1 | 7 | -7 | -1 | 2 | 0 | -2

One compound at a time, from the list above. Order of screens: LEDGF integ inh | mABHD4 FP | HTRA1 inhibitor | GC-B act | TCR-CD3 inh | TDP2 inh | SIAE inh | rCAG binder | PRMT1 inh | MBD2 DNA inh
Profile of `Cc1ccc2c(c1)c(N=NC(N)=S)c(O)n2Cc1ccccc1` = 2 | 13 | -2 | 1 | 5 | 2 | -1 | 5 | 1 | -1
Profile of `COc1ccc(S(=O)(=O)N2CC(C)N(C(=O)N(C)C)C2C(C)C)cc1` (stereo unspecified) = 5 | 1 | 1 | -2 | 8 | -2 | 3 | -3 | -2 | 0
Profile of `Cn1cc(CN2CCN(CC(C)(C)C)C(CCO)C2)c2ccccc21` (stereo unspecified) = 1 | 2 | 3 | 1 | 2 | -11 | 2 | -11 | -10 | 2
Profile of `Cn1nnnc1SCC(=O)Nc1cccc(S(=O)(=O)N2CCCCC2)c1` = 4 | -3 | 3 | -3 | -6 | -3 | -5 | 3 | -3 | -1
Profile of `CCC(C)NC(=O)CSc1nc2n[nH]c(C)c2c(=N)n1-c1ccc(OC)cc1` (stereo unspecified) = 5 | 2 | 6 | -5 | 9 | 7 | 2 | -5 | -3 | -5
